# Compound activity deposited in PubChem by several laboratories.
# MC4R ag barr – MC4R agonists recruiting beta-arrestin, primary screen, cell-based, luminescence, agonist arm of biased-ligand search; activation, % at 8.9 µM; Melanocortin receptor 4 (Homo sapiens), P32245; U2OS MC4R beta-arrestin complementation; percent of melanotan II response, DMSO zero; 360,000 tested, 0.98% active;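 active = activation above a per-plate cutoff, the mean activation of sample wells on that plate plus 3 SD, cut at about 8% in these data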
# ABHD5-PLIN5 inh – ABHD5-PLIN5 interaction inhibitors, primary screen, cell lysate, split luciferase complementation, luminescence; Perilipin-5 (Homo sapiens) + 1-acylglycerol-3-phosphate O-acyltransferase ABHD5 (Homo …; 360,000 tested, 0.78% active; Split G. princeps luciferase complementation, 4 h; inhibition, % at 4 µM;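 active = inhibition above the mean inhibition across every tested compound plus 3 SD, cut at about 22% in these data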;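 note: 0% = DMSO only wells and the 100% control is not disclosed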
# Exocytosis inh – LAMP-1 surface exposure blockers, TALL-104 cells – cell-based, flow cytometry, MLPCN library, primary screen | TALL-104 LAMP-1 surface exposure; cells stimulated with thapsigargin and PMA | inhibition, % at 10 µM | 360,000 tested, 0.66% active | AID 651702, 2012;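 active = inhibition above about 55%, limit read from the data; inconclusive = no clear call, values can overlap the other calls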
# m5-HT2A agonist – mouse Htr2a agonists via beta-arrestin recruitment, primary screen, cell-based, luminescence; CHO-K1 mHTR2A beta-arrestin complementation; percent of 30 µM serotonin response; activation, % at 7.6 µM; 360,000 tested, 0.66% active; 5-hydroxytryptamine receptor 2A (Mus musculus), P35363;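 active = activation above a run cutoff, the mean activation of all tested compounds plus 3 SD, cut at about 14% in these data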;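 note: 0% = plate median of compound wells and 100% = 30 µM serotonin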
# aDG glyco act – activators of alpha-DG glycosylation, primary screen, uHTS, Pro5-aDG cells, AlphaScreen. alpha-DG glycosylation AlphaScreen (IIH6); 0% Pro5, 100% B10-LARGE cell signal. activation, % at 10 µM. 360,000 tested, 0.22% active. AID 624168, 2012;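 active = activation of at least 8% versus controls, or a plate z-score of at least 8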;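 note: Pro5 are CHO cells carrying HIG-tagged alpha-DG that lacks glycosylation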
# iPSC survival up – enhancers of single-cell hiPSC survival, primary screen, ATPlite luminescence. 100% = ROCK inhibitor wells, 0% = DMSO. survival enhancement, % at 20 µM. 360,000 tested, 0.044% active; in the data active = survival enhancement above about 18%;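 note: cells exposed to compounds for 16 hours before the ATP read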
# N-glyco inh – increase of ERlucT glycosylation luciferase signal, primary screen, N-linked glycosylation inhibitor project, D54 ERlucT cells, luminescence, set 2 | D54 ERlucT glycosylation luciferase reporter, 24 h; percent of 100 nM tunicamycin response | reporter increase, % at 12.5 µM | 360,000 tested, 0.23% active;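 active = mean luciferase reporter signal, scaled so untreated is 0 and the glycosylation-blocking control 100, at or above a set limit in every replicate; inconclusive = mean reaches the limit but not every replicate does; inactive = mean below the limit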;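 note: luciferase carries N-glycosylation sites so blocking glycosylation raises the light; 0% = median of neutral control wells and 100% = median of 100 nM tunicamycin wells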
# H9c2 protect – cardioprotection against H2O2-induced cell death, primary screen, uHTS, H9c2 cells, ATPLite luminescence; H9c2 cardiomyocytes, H2O2 injury protection, 2 h; protection from H2O2 cell death, % at 20 µM; 360,000 tested, 0.63% active; AID 588492, 2011;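 active = compounds giving at least 50% protection of heart cells from peroxide-induced death in the single-dose screen, raw or plate-pattern-corrected value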;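 note: 0% = DMSO wells with peroxide and 100% = DMSO wells without peroxide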
# MC4R antagonist – MC4R antagonists of cAMP signaling, primary screen, cell-based, TR-FRET, antagonist arm of biased-ligand search; AID 540295, 2011; MC4R-expressing cells, MTII-stimulated cAMP, LANCE TR-FRET; 360,000 tested, 0.48% active; inhibition, % at 6.5 µM; Melanocortin receptor 4 (Homo sapiens), P32245;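 active = inhibition above its plate's cutoff, the mean of tested wells on that plate plus 3 SD, cut at about 29% in these data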;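 note: 0% = Melanotan II alone and 100% = Melanotan II plus saturating MCL0020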
#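 System: U2OS cells stably expressing human melanocortin 4 receptor (MC4R). Reagent: Melanotan II challenge after compound preincubation. Doses: 6.5 µM. Times: 30-min compound, 1-h challenge, 1-h detection, room temperature. Measured by: TR-FRET with Eu-cAMP and labeled anti-cAMP, 671 nm. Replicates: singlicate.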
# ABCB6 inh 2 – ABCB6 transporter inhibitors, primary screen, K562-ABCB6 cells, flow cytometry, MLPCN library | fluorescence ratio to DMSO, % at 10 µM | 360,000 tested, 0.19% active | K562-ABCB6 porphyrin accumulation, 1 h; stronger effect = lower value | ATP-binding cassette sub-family B member 6 (Homo sapiens), Q9NP58 | AID 602162, 2011;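 active = fluorescence ratio to DMSO below 75%, the collection mean minus 3 SD; inconclusive = too few cells collected in the well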;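 note: signal is porphyrin accumulated inside mitochondria; 100% equals median channel fluorescence of DMSO control wells; lower ratio means ABCB6 inhibition with less porphyrin fluorescence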
# Target sequence (Q9NP58 whole entry, looked up): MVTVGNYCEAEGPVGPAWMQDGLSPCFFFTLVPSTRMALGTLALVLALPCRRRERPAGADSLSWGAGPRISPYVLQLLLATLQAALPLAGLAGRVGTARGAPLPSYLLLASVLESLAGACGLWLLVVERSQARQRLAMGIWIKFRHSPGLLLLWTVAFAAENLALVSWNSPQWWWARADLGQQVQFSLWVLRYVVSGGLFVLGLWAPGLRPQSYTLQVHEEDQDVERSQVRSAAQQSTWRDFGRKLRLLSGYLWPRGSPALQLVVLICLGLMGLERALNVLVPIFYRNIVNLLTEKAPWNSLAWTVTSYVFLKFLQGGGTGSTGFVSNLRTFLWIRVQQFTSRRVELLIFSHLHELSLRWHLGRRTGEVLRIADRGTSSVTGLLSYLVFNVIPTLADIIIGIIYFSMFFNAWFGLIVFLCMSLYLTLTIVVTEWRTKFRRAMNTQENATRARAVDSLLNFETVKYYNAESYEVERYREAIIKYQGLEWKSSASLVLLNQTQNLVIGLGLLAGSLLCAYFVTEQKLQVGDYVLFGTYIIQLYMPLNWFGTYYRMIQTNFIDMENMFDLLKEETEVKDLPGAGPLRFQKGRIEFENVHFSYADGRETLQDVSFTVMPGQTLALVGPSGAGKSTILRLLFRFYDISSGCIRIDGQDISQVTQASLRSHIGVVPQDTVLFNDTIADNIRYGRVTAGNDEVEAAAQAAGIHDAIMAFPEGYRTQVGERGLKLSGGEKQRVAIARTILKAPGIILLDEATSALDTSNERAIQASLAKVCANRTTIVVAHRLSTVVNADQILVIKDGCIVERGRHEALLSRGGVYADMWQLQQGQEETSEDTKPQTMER
# * marks the source's active call; other numbers are inactive results; ? = inconclusive; · = not tested or not shown.
1. O=C(NC1CCOC1=O)OCc1ccccc1 (stereo not drawn)
2. O=S1(=O)CCC(NC(=S)N2CCCCC2)C1 (stereo not drawn)
3. O=C(CN(C(=O)Cn1nnc(-c2ccc(F)cc2)n1)c1ccc(F)c(Cl)c1)NCC1CCCO1 (stereo not drawn)
4. COc1cccc(N2C(=O)CN(Cc3ccccc3)C2=S)c1
5. Cc1cc(F)c(F)c(C(=O)N2C(C)CCCC2C)c1Cl (stereo not drawn)
6. O=C(NCc1ccccn1)c1cc2ccccc2oc1=O
7. O=C(CCCn1c(=O)[nH]c2ccccc2c1=O)N1CCN(c2ccccn2)CC1
8. CCCCCCC(=O)Nc1ccc(S(=O)(=O)Nc2onc(C)c2C)cc1
compound no.	1	2	3	4	5	6	7	8
MC4R ag barr	-0.4	-2.2	-0.4	-0.4	-2.4	-2.9	1.0	-0.1
ABHD5-PLIN5 inh	0	-7	-3	0	-1	2	5	1
Exocytosis inh	-2	-1	-2	-5	-13	-1	7	6
m5-HT2A agonist	7	17*	-4	-4	4	0	6	5
aDG glyco act	0.0	-0.2	0.1	-0.1	-0.1	0.5	-0.2	0.0
iPSC survival up	2.8	0.7	1.4	-0.7	0.7	0.3	-0.5	-0.6
N-glyco inh	-1	3	0	0	-1	-1	-1	-1
H9c2 protect	-5	3	-3	0	-1	1	-1	0
MC4R antagonist	2	9	11	11	11	-1	10	11
ABCB6 inh 2	96	95	95	96	99	102	99	98

9. COc1ccc2c(C)cc(SC3CCOC3=O)nc2c1 (stereo not drawn)
10. CCOC(=O)c1ccc(-c2c(C)cc3oc(=O)cc(-c4ccccc4)c3c2C)cc1
11. C=CCn1c(SCc2c(C)noc2C)nc2sc3c(c2c1=O)CCCCC3
12. CCOc1c(C)cnc2c1c(=O)n(Cc1ccc(Cl)cc1)c(=O)n2C
13. Cc1nc2ccc([N+](=O)[O-])cc2c(=O)n1Cc1ccc(F)cc1
14. Cn1cccc1Cc1nnc(SCC(=O)Nc2cccc(F)c2)n1-c1ccc(F)cc1
15. O=C(CC1SC(N2CCCCC2)=NC1=O)Nc1ccc(C(=O)Nc2ccccc2)cc1 (stereo not drawn)
16. COc1ccc(-c2ccc(-c3noc(C4CCCCC4)n3)c(OC)n2)cc1
compound no.	9	10	11	12	13	14	15	16
MC4R ag barr	1.2	-0.8	-2.5	0.2	0.4	-0.9	-2.8	-1.9
ABHD5-PLIN5 inh	4	0	-2	-4	1	-2	-4	0
Exocytosis inh	2	0	3	-2	3	2	-4	-2
m5-HT2A agonist	6	-3	-2	2	0	-1	3	0
aDG glyco act	-0.3	-0.1	0.1	0.1	-0.1	0.0	0.3	0.4
iPSC survival up	1.2	0.6	-0.8	1.0	1.4	-0.9	0.4	13
N-glyco inh	3	-2	-4	-2	2	0	-3	-1
H9c2 protect	-1	-8	-13	-3	-9	20	0	-6
MC4R antagonist	0	8	6	-1	21	6	10	13
ABCB6 inh 2	101	106	95	95	102	102	88	102

# Two compounds drawn at random from those above:
3. O=C(CN(C(=O)Cn1nnc(-c2ccc(F)cc2)n1)c1ccc(F)c(Cl)c1)NCC1CCCO1 (stereo not drawn)
12. CCOc1c(C)cnc2c1c(=O)n(Cc1ccc(Cl)cc1)c(=O)n2C
compound no.	3	12
MC4R ag barr	-0.4	0.2
ABHD5-PLIN5 inh	-3	-4
Exocytosis inh	-2	-2
m5-HT2A agonist	-4	2
aDG glyco act	0.1	0.1
iPSC survival up	1.4	1.0
N-glyco inh	0	-2
H9c2 protect	-3	-3
MC4R antagonist	11	-1
ABCB6 inh 2	95	95

# More compounds follow:
17. O=C(N/N=C/c1cc2c(cc1Br)OCO2)c1ccccn1
18. CC(=O)OCC(=O)C1(O)CCC2C3CCC4=CC(=O)CCC4(C)C3(Cl)C(O)CC21C (stereo not drawn)
19. Fc1ccc(Br)cc1C1C=C(c2ccc(Br)s2)Nc2ncnn21 (stereo not drawn)
20. Cc1cccc(C(=O)NCC(=O)OCC(=O)c2cc(C)n(CC3CCCO3)c2C)c1 (stereo not drawn)
21. CC1=C(C(=O)Nc2cccc(C)n2)C(c2ccc3c(c2)OCO3)C2=C(CC(c3ccco3)CC2=O)N1 (stereo not drawn)
22. O=C(NC1CC1)c1ccc(S(=O)(=O)NC2CCCCCC2)cc1
23. CCOc1ccc(NC(=O)NNC(=O)c2cccnc2)cc1
24. O=C(CCS(=O)(=O)c1ccc(Br)s1)NCc1cccs1
compound no.	17	18	19	20	21	22	23	24
MC4R ag barr	1.0	0.1	-0.6	-0.2	-1.3	-1.3	-3.0	-1.0
ABHD5-PLIN5 inh	-7	2	3	0	7	-2	4	-1
Exocytosis inh	-6	-4	1	-3	-6	-1	-4	0
m5-HT2A agonist	0	0	-1	-1	-3	0	-6	0
aDG glyco act	0.2	-0.3	0.0	0.0	0.1	0.1	0.1	-0.1
iPSC survival up	-0.1	13	5.9	-0.8	-2.4	0.2	0.2	3.5
N-glyco inh	-2	3	0	-2	0	-1	1	0
H9c2 protect	-6	2	-8	-10	14	-6	2	0
MC4R antagonist	10	1	11	4	1	6	3	0
ABCB6 inh 2	100	104	·	95	96	100	98	97

25. O=C(COc1ccc([N+](=O)[O-])cc1)NCc1cccnc1
26. N#Cc1ccccc1OCC(=O)N1N=C(c2cccs2)CC1c1ccco1 (stereo not drawn)
27. COc1cc(/C=C/C(=O)NC(C)C2CC3CCC2C3)cc(OC)c1OC (stereo not drawn)
28. CN(Cc1ccccc1)c1ccc(N2C(=O)CCC2=O)cc1[N+](=O)[O-]
29. O=C(CN(C1CCCCC1)S(=O)(=O)c1ccc(F)cc1)NCc1ccncc1
30. Nc1nncn1C(=O)c1c(Cl)cccc1Cl
31. O=C(C[C@H]1C(=O)N(Cc2cccnc2)C[C@@H]1Cc1ccccc1)Nc1ccccc1
32. CCN1CCN(CCNC(=O)c2cn(Cc3ccccc3F)nn2)CC1
compound no.	25	26	27	28	29	30	31	32
MC4R ag barr	-0.6	-4.1	1.3	-2.7	3.5	-0.4	0.5	-0.7
ABHD5-PLIN5 inh	-6	3	2	-8	0	0	-7	-1
Exocytosis inh	-2	18	-5	-3	0	0	0	2
m5-HT2A agonist	-3	-3	3	0	-1	5	-1	-6
aDG glyco act	-0.1	0.1	-0.1	-0.1	-0.1	-0.1	-0.1	0.3
iPSC survival up	-0.7	-0.1	0.2	0.2	4.0	5.3	0.4	0.3
N-glyco inh	1	-3	7	2	1	1	1	-1
H9c2 protect	6	-1	1	-7	4	-1	17	-2
MC4R antagonist	1	5	4	-3	-4	18	13	3
ABCB6 inh 2	98	100	98	95	102	101	96	95

33. Cc1oc(C(C)(C)C)cc1C(=O)N1CCN(c2ncccc2C(F)(F)F)CC1
34. CC(OC(=O)C1CCN(S(=O)(=O)c2ccc(Cl)cc2)CC1)C(=O)N1CCc2ccccc21 (stereo not drawn)
35. O=C(NCc1ccc(Cl)c(Cl)c1)c1cc(C2CCCCN2C(=O)C2CCCCC2)on1 (stereo not drawn)
36. COc1ccc(-c2nc(CCNS(=O)(=O)c3ccc4c(c3)OCCO4)cs2)cc1
37. CCCn1c(N)c(N(CCOC)C(=O)c2cc(S(=O)(=O)N3CCCCCC3)ccc2OC)c(=O)[nH]c1=O
38. NNC(=O)c1cccn(Cc2ccc(Cl)cc2Cl)c1=O
39. CCN1CCCC1CN(Cc1cc2cc(OC)ccc2[nH]c1=O)C(=O)NCc1ccccc1 (stereo not drawn)
40. Cc1nc(SCC(=O)Nc2cc(C(N)=O)cc(C(N)=O)c2)c2c(C)c(C)sc2n1
compound no.	33	34	35	36	37	38	39	40
MC4R ag barr	0.5	-2.8	2.1	0.4	0.9	2.1	-0.2	-3.1
ABHD5-PLIN5 inh	0	-5	-8	0	-1	7	3	2
Exocytosis inh	-9	10	7	-9	2	16	-3	0
m5-HT2A agonist	2	-6	-2	4	4	-3	-8	-4
aDG glyco act	-0.1	0.4	0.0	-0.3	1.3	-0.1	-0.1	9.0*
iPSC survival up	-0.7	-3.9	1.8	-1.5	0.3	0.2	-1.1	1.3
N-glyco inh	1	4	-3	3	1	-1	-1	0
H9c2 protect	0	-12	-24	-15	5	-6	20	2
MC4R antagonist	5	4	13	2	-2	-11	5	13
ABCB6 inh 2	92	104	97	95	101	98	111	100

41. Cc1ccc(S(=O)(=O)Nc2ccc(C(=O)OCC(=O)N(CCC#N)c3ccccc3)cc2)cc1C
42. O=C(CSc1nc2ccc(Nc3nc(N4CCOCC4)nc(N4CCOCC4)n3)cc2s1)NCc1ccco1
43. COC(=O)c1sccc1NC(=O)c1ccc(C(C)C)cc1
44. Cc1cccc(Oc2ncnc(N)c2[N+](=O)[O-])c1C
45. N#Cc1ccccc1S(=O)(=O)N1CCN(C(=O)C2CCCC2)CC1
46. COCCn1c(N)c(N(Cc2ccccc2)C(=O)C2CCCCC2)c(=O)[nH]c1=O
47. COc1ccc(NC(=O)C2CCCN(S(C)(=O)=O)C2)cc1Cl (stereo not drawn)
48. COc1ccc(C(C)C)cc1S(=O)(=O)Nc1cccnc1
49. CCOC(=O)C1=C(C)N(C[C@@H]2CC[C@@H](Cc3ccc(-c4ccccc4)cc3)O2)C(=O)NC1c1ccc(C(F)(F)F)cc1 (stereo partly drawn)
50. O=C(OCCCN=C1NS(=O)(=O)c2ccccc21)c1cccs1
51. COc1ccc([N+](=O)[O-])cc1NC(=O)C1CCCN1S(=O)(=O)c1cccs1 (stereo not drawn)
compound no.	41	42	43	44	45	46	47	48	49	50	51
MC4R ag barr	-3.6	-3.6	2.7	-0.6	-0.5	1.0	-1.2	0.1	0.6	-2.2	-1.5
ABHD5-PLIN5 inh	-8	-3	-6	-2	-7	0	2	6	-3	0	-1
Exocytosis inh	2	-7	-4	3	-6	2	6	-6	6	1	3
m5-HT2A agonist	-3	-5	8	4	12	-2	6	1	-1	-5	-7
aDG glyco act	-0.1	0.8	0.1	0.1	0.1	0.5	-0.2	-0.2	0.0	0.0	0.0
iPSC survival up	0.1	4.1	-0.9	-0.2	-0.2	-0.2	1.0	-1.3	2.0	0.6	-0.6
N-glyco inh	-1	0	0	1	0	-1	1	2	-6	3	-3
H9c2 protect	-4	44	-11	-1	3	7	3	5	-8	-6	-4
MC4R antagonist	-2	29*	11	3	0	-8	17	-6	11	1	14
ABCB6 inh 2	99	100	104	101	99	91	100	95	97	?	94
